Bioassay records as filed in PubChem.
PHOSPHO1 inh: blocks human PHOSPHO1 phosphatase activity; Q8TCT1; recombinant PHOSPHO1, absorbance phosphatase assay; inhibition, % at 13.3 µM; 1.1% of 290,000 active; AID 1565; in the data active means inhibition above about 60%
SUMO HTRF inh: inhibitors of human SUMOylation (UBC9). 0.36% of 290,000 active. P63279. HTRF SUMOylation assay, SAE1/SAE2 + UBC9, in vitro. inhibition, % at 35 µM. AID 2006; in the data active means inhibition above about 50%, passing the limit was not always enough; further: strong numbers were not always called active
p-CIP stab down: compounds decreasing mouse p/CIP protein stability; 0.01% of 290,000 active; decrease of EGFP signal, % at 10 µM; F442A p/CIP-EGFP cells, EGFP fluorescence, 16 h;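 active means EGFP signal decrease of at least 30% at 10 µM or well 3 SD below plate mean, unless failing retest; inactive means the rest, including hits failing retest or dose response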; further: some compounds called inactive have numbers as strong as hits; many of its hits are not listed in these tables
Target sequence (Q05BA5 1-1403): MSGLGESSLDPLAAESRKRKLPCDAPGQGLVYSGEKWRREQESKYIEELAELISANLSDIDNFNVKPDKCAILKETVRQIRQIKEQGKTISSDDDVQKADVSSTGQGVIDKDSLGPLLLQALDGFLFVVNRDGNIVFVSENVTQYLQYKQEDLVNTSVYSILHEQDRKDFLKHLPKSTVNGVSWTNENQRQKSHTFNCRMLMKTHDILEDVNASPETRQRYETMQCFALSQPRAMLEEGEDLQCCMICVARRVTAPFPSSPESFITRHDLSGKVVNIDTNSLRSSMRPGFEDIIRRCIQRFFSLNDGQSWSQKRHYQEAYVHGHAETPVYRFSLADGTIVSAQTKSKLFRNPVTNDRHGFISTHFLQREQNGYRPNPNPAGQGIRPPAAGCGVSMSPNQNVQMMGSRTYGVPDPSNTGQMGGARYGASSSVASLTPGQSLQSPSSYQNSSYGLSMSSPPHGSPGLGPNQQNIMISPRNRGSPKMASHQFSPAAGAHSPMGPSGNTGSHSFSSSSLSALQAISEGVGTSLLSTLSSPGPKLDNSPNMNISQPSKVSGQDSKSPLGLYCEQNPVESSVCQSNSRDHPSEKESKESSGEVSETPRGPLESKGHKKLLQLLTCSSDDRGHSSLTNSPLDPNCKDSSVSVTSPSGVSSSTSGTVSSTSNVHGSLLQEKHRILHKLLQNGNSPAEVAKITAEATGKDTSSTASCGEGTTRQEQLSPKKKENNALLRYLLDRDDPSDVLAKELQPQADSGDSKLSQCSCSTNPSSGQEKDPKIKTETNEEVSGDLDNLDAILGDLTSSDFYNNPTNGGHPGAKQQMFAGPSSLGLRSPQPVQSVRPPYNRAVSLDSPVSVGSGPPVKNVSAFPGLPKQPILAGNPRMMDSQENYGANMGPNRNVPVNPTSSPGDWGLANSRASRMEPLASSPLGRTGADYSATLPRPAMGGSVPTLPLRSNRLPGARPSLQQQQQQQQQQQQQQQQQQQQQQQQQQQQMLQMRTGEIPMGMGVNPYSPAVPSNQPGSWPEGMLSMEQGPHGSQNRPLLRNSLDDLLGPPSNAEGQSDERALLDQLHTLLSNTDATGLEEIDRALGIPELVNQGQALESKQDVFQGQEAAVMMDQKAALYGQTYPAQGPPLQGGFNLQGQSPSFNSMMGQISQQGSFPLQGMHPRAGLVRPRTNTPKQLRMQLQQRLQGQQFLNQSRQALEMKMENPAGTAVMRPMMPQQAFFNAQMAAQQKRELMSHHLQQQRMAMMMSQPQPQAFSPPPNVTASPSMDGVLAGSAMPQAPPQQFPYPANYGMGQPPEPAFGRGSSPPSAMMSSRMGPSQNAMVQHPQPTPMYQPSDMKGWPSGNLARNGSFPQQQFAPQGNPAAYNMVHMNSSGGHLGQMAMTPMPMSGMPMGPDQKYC
IDE cell activ: activators of human insulin-degrading enzyme in cells | P14735 | HEK cells, FAbeta-B cleavage, fluorescence polarization; 0% vehicle, 100% cell-free pure enzyme wells | activation, % at 5.96 µM | 0.073% of 340,000 active | AID 493087;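 active means activation above the mean of all tested compounds plus 3 SD, set per screening campaign, cut at about 17% in these data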
HCV NS3 hel inh: inhibitors of Hepatitis C virus NS3 helicase. inhibition, % at 10.9 µM. AID 1800. 0.56% of 290,000 active. NS3 helicase DNA unwinding, Cy5 molecular beacon fluorescence;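 active means inhibition above the mean of all tested compounds plus 3 SD, set per campaign, cut at about 35% in these data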;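 further: 0% = DMSO wells and 100% = thioflavine S control wells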
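assay system = NS3 helicase fragment of HCV | buffer or medium = MOPS pH 6.5, MgCl2, DTT, Tween20, BSA | timing = 60 min unwinding reaction at 25 °C after ATP addition | signal = Cy5 beacon fluorescence read at start and 1 h | read-out basis = % inhibition of unwinding | control set = low DMSO, high thioflavine S at 110 µM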
FID counter: counter-screen for HCV NS3 helicase inhibitors: DNA intercalator displacement; DNA fluorescent intercalator displacement, fluorescence; inhibition, % at 7.9 µM; 0.17% of 290,000 active; in the data active means inhibition above about 37%;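 further: 0% = vehicle and 100% = reference compound; higher means more ethidium bromide displaced from hairpin DNA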
MEKK3 PB1 HTS: raises or lowers MEK5 binding to the human MEKK3 PB1 domain. binding response (% of control), % at 10 µM. 1.4% of 290,000 active. bead-based flow cytometry, Alexa488-MEK5 binding to MEKK3; actives lie on both sides; 0 = blocked by unlabeled MEK5, 100 = vehicle. AID 1529. Q99759;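 active means binding response more than 3 SD above or below the average of its plate-row segment, actives on both sides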;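 further: Alexa488 bead fluorescence after subtracting the streptavidin-only scavenger bead signal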
IMP-1 inhibitor: inhibitors of Pseudomonas aeruginosa IMP-1 metallo-beta-lactamase. purified IMP-1, nitrocefin hydrolysis, epi-absorbance fluorescence. inhibition, % at 5.6 µM. 0.45% of 290,000 active. AID 1556;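 active means inhibition above the mean plus 3 SD of all compounds in the same screening run, cut at about 4.5% in these data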;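 further: 0% = IMP-1 with DMSO and 100% = DMSO wells lacking enzyme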
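system = purified recombinant IMP-1 beta-lactamase | amount = 0.2 nM IMP-1, as dispensed | medium = HEPES buffer pH 7.1 with ZnSO4 and Brij 35 | times = 25 °C, 15 min preincubation, 25 min reaction | detection = plate fluorescence quenching by hydrolysis product, ex 480/em 530 nm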
VIM-2 inhibitor: inhibitors of Pseudomonas aeruginosa VIM-2 metallo-beta-lactamase; purified VIM-2, nitrocefin hydrolysis, epi-absorbance fluorescence; inhibition, % at 5.6 µM; 0.89% of 290,000 active;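 active means inhibition above the mean of all tested compounds plus 3 SD, cutoff set per screening run, cut at about 7.5% in these data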;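 further: red hydrolysis product quenches plate fluorescence so inhibitors raise well fluorescence; 0% = enzyme with DMSO and 100% = DMSO without enzyme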
Active calls of the source: *; . = no result given; [ ] = another dose, or the depositor's remark. Not all compounds are listed (hit frequency here may not be typical).

#	SMILES	PHOSPHO1 inh	SUMO HTRF inh	p-CIP stab down	IDE cell activ	HCV NS3 hel inh	FID counter	MEKK3 PB1 HTS	IMP-1 inhibitor	VIM-2 inhibitor
1	Cc1ccc(S(=O)(=O)Nc2cc(C)cn(Cc3ccccc3)c2=O)cc1	40	23	-8	3	2	-31	101	-1.0	-0.6
2	O=[N+]([O-])c1cccc(C(=S)N2CCCC2)c1	13	-1	-3	6	6	11	102	-4.1	-1.4
3	Cc1ccccc1C(=O)N1CCN(c2ccc([N+](=O)[O-])c(NCc3cccnc3)c2)CC1	-26	7	3	14	2	-28	101	-2.5	-2.6
4	CCOc1cc(S(=O)(=O)N2CCN=C2Cc2ccccc2)ccc1F	3	2	7	6	-2	-15	100	-2.0	-1.2
5	CC(Oc1ccc2ccc(=O)oc2c1)C(=O)NC(Cc1c[nH]c2ccc(O)cc12)C(=O)O (stereo not given)	18	10	14	5	16	-19	99	-3.1	-1.9
6	CCN(C(=O)COc1ccc(C)nc1[N+](=O)[O-])C1CCS(=O)(=O)C1 (stereo not given)	10	2	-1	5	-9	-3	90	-4.2	-2.2
7	COc1cc(C(=O)NC(C)CCc2ccccc2)cc(OC)c1OC (stereo not given)	3	11	-2	6	-2	-21	105	-1.8	-2.0
8	O=C(CSc1ncn[nH]1)Nc1ccc(Cl)c(Cl)c1	3	10	-6	5	5	-1	95	-4.1	-0.8
9	Cc1cc(Cl)nc(Cl)c1C(=O)N1CCOCC1	-16	-6	7	6	6	3	102	-1.9	-2.1
10	NS(=O)(=O)c1ccc(NCc2ccccc2OCc2ccccc2F)cc1	27	-9	-7	-5	-12	-9	100	-0.9	1.1
11	Cc1cc(Oc2ccccc2)nc(-c2ccccc2)n1	-49	1	-1	-6	-14	-6	100	-2.8	-2.1
12	CC(=O)Nc1ccc(NC(=O)C2C3CCC(C3)C2C(=O)O)cc1 (stereo not given)	.	2	-16	4	7	-4	102	-1.9	-4.8
13	CC(C)Nc1ncnc2c1cnn2Cc1ccccc1Cl	-15	7	0	2	-7	-14	103	-1.2	-2.8
14	CSc1ccc(S(=O)(=O)NCCSc2ccccn2)cc1	-3	11	0	5	-10	-10	109	-2.4	0.1
15	O=C(CN(c1ccc(Cl)cc1)S(=O)(=O)c1ccc(Cl)c([N+](=O)[O-])c1)NCCc1ccc(F)cc1	16	5	-7	2	2	-1	102	-2.7	-1.9
16	Cn1c(SCc2nc3ccccc3s2)nnc1-c1ccc2c(c1)OCO2	14	9	-9	4	1	-24	19*[inhibitor]	-4.8	-0.1
17	COc1ccc(C2CCCN2C(=S)Nc2cccc(C)c2C)cc1OC (stereo not given)	-4	11	-7	6	-10	-22	75	-0.8	1.2
18	Cc1ccc(C(=O)NNC(=O)CCC(=O)NCc2ccccc2)cc1Br	22	4	-9	-2	-2	-17	101	-3.5	-4.3
19	COC(=O)c1cc(NC(=O)c2ccccc2)c(=O)oc1C	-20	10	12	-1	16	-2	98	-0.8	-2.7
20	Cn1c(=O)[nH]c(=O)c2c1nc(CN1CCOCC1)n2CCCO	24	2	4	-4	0	5	107	-0.4	-1.3
21	NC1=NC(=O)C(Cc2ccccc2)S1 (stereo not given)	6	12	1	6	1	1	101	-2.7	0.4
22	CCOC(=O)Cn1c(N)c(C(=O)OC)sc1=S	-72	-5	-2	1	-4	8	100	-4.8	-3.0
23	Cc1ccc2nc(-c3ccc(Br)o3)oc(=O)c2c1	-6	-3	-4	4	5	-7	97	-4.4	-1.0
24	CCN(CC)S(=O)(=O)c1ccc(OC)c(NC(=S)Nc2cc(C)ccc2C)c1	-12	-9	0	.	-4	2	86	-2.4	-1.4
25	CCOC(=O)c1cc(NC(=O)N(C)C2CCCCC2)c(C)nc1C	39	-10	-2	5	2	-24	96	-0.3	-0.3
26	Cc1ccc(Oc2ncccc2C(=O)NC2CCSC2=O)cc1 (stereo not given)	52	10	-4	3	-6	-3	101	-2.4	-1.5
27	Cn1c(=NC(=O)C2CCCCC2)sc2cc([N+](=O)[O-])ccc21	-21	4	-11	0	-20	2	84	-0.2	1.5
28	O=C(c1ccc(F)cc1F)N1CCCC(c2nc(-c3cccs3)no2)C1 (stereo not given)	15	-7	-2	0	-2	-30	99	-1.6	0.1
29	COc1ccc(OC)c(CCNC(=O)Cn2ccc3cc(S(=O)(=O)N4CCCC4)ccc32)c1	10	-4	0	7	-6	-39	100	-4.5	-1.4
30	O=C(Nc1nnc(-c2ccco2)o1)C1CC1	37	6	-12	4	-4	4	121	-4.6	0.1
31	COCCCNc1ncnc2nc[nH]c12	10	3	-12	0	0	2	101	0.5	-0.1
32	C=CCOc1ccc(CNc2ccc(NC(=O)CC(C)C)cc2)cc1OC	-6	-10	-16	-2	2	-23	98	0.1	-0.5
33	CC1=NN(C(N)=S)C(=O)C1N=Nc1ccccc1C (stereo not given)	-23	-28	-11	5	1	-2	104	-2.3	1.1
34	CCOC(=O)c1ccc(NC(=O)c2nc(S(=O)(=O)Cc3ccccc3)ncc2Cl)cc1	22	30	-16	0	-18	-22	104	-0.9	-2.1
35	O=C(COC(=O)/C=C/c1ccc([N+](=O)[O-])cc1)NCc1ccccc1	-16	6	-9	8	-5	1	86	-2.0	-1.9
36	O=C(c1ccc(F)cc1)N1CCCCC(Sc2nnnn2-c2ccccc2)C1=O (stereo not given)	3	-6	-2	0	-2	-10	106	-2.5	-1.8
37	NC(N)=NS(=O)(=O)c1ccc(NC(=S)NC(=O)/C=C/c2cccs2)cc1	-94	15	-4	3	-3	0	108	-2.5	-0.2
38	CSc1ccccc1NC(=O)c1ccco1	-23	11	2	-2	1	4	97	-1.7	-1.7
39	CCOc1cc2[nH]c(=O)n(CCCN3CCN(c4ccc(OC)cc4)CC3)c(=O)c2cc1OCC	-19	-9	13	3	-7	-3	100	-2.5	-1.8
40	COc1ccc(CNC(=O)c2[nH]c(C)c(C(C)=O)c2C)cc1	-22	-2	-6	1	-19	-8	102	-1.5	-3.0
41	Clc1cccc(N2CCN(c3nnnn3-c3ccccc3)CC2)c1	8	7	-5	2	-4	-20	101	-2.5	-2.9
42	CCOC(=O)CCC(NC(=O)CCCC(=O)NC(CCC(=O)OCC)C(=O)OCC)C(=O)OCC (stereo not given)	-4	12	-11	2	-7	-9	129*	-2.3	-2.2
43	O=C(NCCOc1ccccc1F)c1ccccc1SCc1ccc(F)cc1	0	-14	-5	-5	-12	-20	98	-1.1	1.0
44	CN(Cc1ccco1)S(=O)(=O)c1nnc(NC(=O)c2cccc(Cl)c2)s1	41	.	-19	-1	0	-16	95	0.2	-1.5
45	CCSc1nnc(-c2ccc(S(=O)(=O)N3CCCC3)cc2)n1C	39	22	-15	0	-4	-6	101	-3.1	-1.9
46	C=CCOc1ccccc1CNc1ccccc1C	8	-3	0	-5	-6	0	102	-2.7	-1.6
47	COc1ccc(CCN=C(C)c2cc(C)c(C)cc2O)cc1OC	.	4	-25	3	9	-2	109	-3.3	-2.0
48	COc1ccc(NC(=S)NC2CCCCCC2)c(OC)c1	-13	6	-3	3	6	-15	102	-2.9	-4.0
49	COc1cc(/C=C2/C(=N)N3C(=NC2=O)SN=C3S(C)(=O)=O)ccc1OC(=O)c1ccco1	58	10	-42	-13	1	-10	103	-1.8	-3.8
50	Nc1n[nH]c2cccc(Cl)c12	47	8	-5	0	-5	-3	95	-4.3	-4.7
51	COc1ccccc1CC(=O)Nc1ccc(-c2noc(COc3ccc(Cl)c(C)c3)n2)cc1	-3	1	-6	-1	-3	0	103	-4.9	1.6
52	COC(=O)NNC(=S)Nc1ccc(Br)cc1	-117	16	1	-2	-3	-3	101	-3.9	-4.0
53	c1ccc2c(c1)sc1nnnn12	3	12	-5	2	4	3	.	-2.2	-2.2
54	CC(=O)Nc1ccc(S(=O)(=O)N2CCC(C(=O)c3ccc(F)cc3)CC2)cc1	-1	2	-1	7	-7	-17	105	-2.2	-2.5
55	COc1ccc(CNC(=O)CC2C(=O)NCCN2CC(C)(C)C)c(OC)c1 (stereo not given)	2	18	-9	-5	-2	-22	98	-1.8	0.3
56	Cc1ccc(S(=O)(=O)CCNC(=O)Cc2ccccc2)cc1	-17	3	-2	4	13	-6	95	-2.1	-2.4
57	Cc1cc(C(=O)NC2CCCCC2)c(C)n1-c1ccc(F)cc1	-11	14	-7	1	0	-12	109	-1.9	-4.0
58	COc1ccccc1/C=C\C(=O)NCC(=O)N/N=C/c1ccc(O)cc1O	28	4	-7	0	5	1	102	-3.8	-1.4
59	CCOc1ccc(C(=O)Nc2ccc(S(=O)(=O)Nc3cc(C)on3)cc2)cc1	14	6	-3	-1	4	-32	99	-2.4	-1.4
60	CCCOc1ccc(-c2c(C(=O)N/N=C/c3ccc(C)cc3)nnn2-c2nonc2N)cc1	20	10	1	.	19	-10	99	-3.2	-2.6
61	CCOC(=O)c1ccc(NC(=S)N(CCCN2CCCC(C)C2)Cc2ccco2)cc1 (stereo not given)	2	-12	-4	4	-14	8	97	-2.3	-3.7
62	CCn1c(O)c(N=NC(=O)C2C(=O)NCC2c2ccccc2)c2ccccc21 (stereo not given)	12	3	-9	6	5	-22	101	-3.1	-1.9
